Screening results: PubChem BioAssay, National Center for Advancing Translational Sciences (NCATS)
GLP1R inv ag = acts as inverse agonist at human GLP-1 receptor; HEK293 GLP-1R CRE-luciferase, luminescence, 24 h; GLP-1R form is constitutively active; Potency, µM (series often up to 38.3 µM), for the others: top-dose activity change, negative = inhibition, hits mostly inhibitors; 410,000 compounds, 1.6% hits; AID 624417; also: potency is read from the fitted curve at half-maximal effect; % is scaled to controls: 0 for no effect and ±100 for the full control effect; nearly all actives have a fitted effect of over 55% in size
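Inverse agonists were sought by their lowering of basal cAMP reporter luciferase output in HEK293 cells stably carrying constitutively active human GLP-1R, after 24 h compound treatment.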
DRD3 agonist = agonists of human D3 dopamine receptor. P35462. D3R DiscoveRx beta-arrestin cells, luminescence, 90 min. max activation, %. 410,000 compounds, 0.58% hits; in the data active = max activation above about 30%; also: 0% is about no effect; mostly tested at two doses, the higher about 12 µM
Target sequence (P35462 whole entry, looked up): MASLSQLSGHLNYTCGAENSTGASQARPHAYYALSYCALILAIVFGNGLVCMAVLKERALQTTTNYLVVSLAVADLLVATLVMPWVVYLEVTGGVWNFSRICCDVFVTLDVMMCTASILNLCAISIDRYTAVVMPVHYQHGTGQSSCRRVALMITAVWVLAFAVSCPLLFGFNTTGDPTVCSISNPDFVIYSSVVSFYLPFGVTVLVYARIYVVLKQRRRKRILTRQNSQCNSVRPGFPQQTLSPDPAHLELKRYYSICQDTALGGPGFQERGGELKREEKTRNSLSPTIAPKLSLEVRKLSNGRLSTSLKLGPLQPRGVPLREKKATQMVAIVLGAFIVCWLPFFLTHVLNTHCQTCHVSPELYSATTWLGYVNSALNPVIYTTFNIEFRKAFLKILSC
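Agonist mode: compounds and dopamine controls were applied to plated cells for 90 min at 37 degrees C after an overnight attachment at 1500 cells/well. Luminescent read-out followed 30 - 60 minutes at room temperature with DiscoveRx detection reagent.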
GLP1R ag = GLP-1 receptor (human) agonism; AID 624172; 380,000 compounds, 0.007% hits; Potency, µM (highest dose often 45.6 µM), for the others: at the top dose activation, actives largely listed as activators; P43220; HEK293 GLP-1R CRE-luciferase, luminescence, 4-6 h; cells express a hypersensitive GLP-1R form; also: potency is read from the fitted curve at half-maximal effect; % of control where 0% means no effect
WRN helicase inh = blocks human WRN helicase; Q14191; WRN helicase unwinding, fluorescent forked duplex, kinetic; 360,000 compounds, 0.46% hits; AID 651768; Potency, µM (titrated, usually from 114 µM), without a hit: top-dose activity change, negative = inhibition, hits mostly inhibitors; also: potency is read from the fitted curve at half-maximal effect; % is scaled to controls: 0 for no effect and ±100 for the full control effect; nearly all actives have a fitted effect of over 55% in size
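WRN at 20 nM final was preincubated with compound for 15 min at room temperature; reaction started with 100 nM forked duplex oligonucleotide carrying fluorophore and quencher plus 2 mM ATP (final). Unwinding followed kinetically by red fluorescence (ex 525/em 598 nm).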
PI5P4K alpha inh = PI5P4K alpha (human) kinase inhibition; P48426; PI5P4Kalpha enzyme, ADP-Glo luminescence, 60 min; hits give low values; max response, %; 330,000 compounds, 1.2% hits; AID 652105; active = max response of -50% or lower; inconclusive = between -30% and -50%; inactive = -30% or higher; also: value at the top dose of about 77 µM; % is scaled to controls: 0 for no effect and ±100 for the full control effect
Target sequence (P48426 whole entry, looked up): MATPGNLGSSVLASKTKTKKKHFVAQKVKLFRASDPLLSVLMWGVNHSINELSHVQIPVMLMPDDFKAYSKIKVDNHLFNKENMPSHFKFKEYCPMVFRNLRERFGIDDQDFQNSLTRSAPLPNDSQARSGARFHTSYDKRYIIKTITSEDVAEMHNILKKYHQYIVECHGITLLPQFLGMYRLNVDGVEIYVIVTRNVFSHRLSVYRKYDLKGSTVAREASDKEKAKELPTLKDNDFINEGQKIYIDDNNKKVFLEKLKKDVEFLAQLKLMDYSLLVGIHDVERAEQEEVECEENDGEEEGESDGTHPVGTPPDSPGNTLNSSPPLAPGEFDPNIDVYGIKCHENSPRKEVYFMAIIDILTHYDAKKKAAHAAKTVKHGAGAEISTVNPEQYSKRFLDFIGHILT
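ADP-Glo luminescence end-point after a 60 min room-temperature kinase reaction. PI5P4Kalpha and substrate in HEPES pH 7.4 buffer with EGTA, 0.1% CHAPS and 5% DMSO; ATP at 5 microM final.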
IL-2 act = IL-2 activation. activation, % (series mostly up to about 46 µM). AID 652025. IL-2 activation reporter assay, cell-based qHTS; stimulated with anti-CD3/CD4/CD28 beads; in transgenic mouse T cells. 360,000 compounds, 0.065% hits; in the data active = activation above about 50%; inconclusive = mostly about 30% to 49%; also: 0% is about no effect
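Unstimulated transgenic mouse T cells; 60-min compound exposure; bead-based TCR/CD4/CD28 stimulation; 18 h culture, 37 degrees C; dual fluorescence (EGFP, DsRed) plate cytometry.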
DRD3 antagonist = blocks the human D3 dopamine receptor; D3R cells, DiscoveRx beta-arrestin luminescence, antagonist mode; hits give low values; 360,000 compounds, 2.5% hits; P35462; max response, negative = inhibition, %; in the data active = max response below about -50%; inconclusive = no clear call, values can overlap the other calls; also: % is scaled to controls: 0 for no effect and ±100 for the full control effect; mostly tested at two doses, the higher about 12 µM
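Cells expressing the human receptor were seeded at 1500 cells/well, incubated overnight at 37 degrees C in 5% CO2, then exposed to library compounds with dopamine controls for 90 minutes at 37 degrees C before luminescent detection.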
GLP1R cytotox = cytotoxicity counter-screen for GLP-1 receptor inverse agonists; AID 624418; HEK293 cAMP-luciferase reporter cells, luminescence, 24 h; 410,000 compounds, 0.13% hits; Potency, µM (series often up to 38.3 µM), without a hit: at the highest dose activity change, negative = inhibition, most hits filed as inhibitors;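 also: loss of luciferase light is scored as toxicity; potency is read from the fitted curve at half-maximal effect; % is scaled to controls: 0 for no effect and ±100 for the full control effect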
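Seeding density was 200 cells/uL; after overnight-length (12 h) culture, 23 nL compounds went on for 24 h at 37 °C. Readout used a luciferase detection reagent, luminescence taken after 12 min at room temperature.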
PLK1 PBD block = blocks phosphopeptide binding to human PLK1 polo-box domain; AID 720504; Potency, µM, without a hit: max response, negative = inhibition, actives largely listed as inhibitors; Plk1 PBD binding of FITC phosphopeptide, fluorescence polarization; 360,000 compounds, 2.8% hits; P53350; also: potency is read from the fitted curve at half-maximal effect; series mostly up to about 57 µM; % is scaled to controls: 0 for no effect and ±100 for the full control effect; nearly all actives have a fitted effect of over 65% in size
The depositor's hits bear a star; ? = inconclusive; / = not tested or not shown; & = joins results of further samples; [ ] = remark or other dose. Unless noted, calls follow the shape of the dose curve; as a rule, active = well fitted curve in the direction sought with a large enough effect; inconclusive = small, poorly fitted or top-dose-only effect, or another doubt; inactive = no such curve, though single readings can be large; an effect the other way counts as inactive or inconclusive. Rows were taken by chance; 7.8% or so of the library scored in one or more.

SMILES | GLP1R inv ag | DRD3 agonist | GLP1R ag | WRN helicase inh | PI5P4K alpha inh | IL-2 act | DRD3 antagonist | GLP1R cytotox | PLK1 PBD block
COc1ccccc1NCC(O)COc1ccc(C(C)(C)C)cc1 (stereo unspecified) | ? | 5.1 | 17.1% | ? | 1.8 | -7.2 | -18.6 | -9.1% | -3.6%
CCc1nnc(NC(=O)CCS(=O)(=O)c2ccc(C)cc2)s1 | 25.1% | -0.8 | 8.6% | -15.2% | -0.4 | 4.9 | 0.0 | -11.5% | -5.3%
Cc1ccc(C)c(-c2nn(-c3cc(N4CCN(CCO)CC4)ccc3[N+](=O)[O-])c(=O)c3ccccc23)c1 | ? | -3.0 | 0.4% | 7.4% | 14.9 | 0.0 | 9.2 | ? | -3.5%
COc1ccc(/C=C/C(=O)OCC(=O)c2ccccc2F)cc1 | 4.6% | -3.3 | 2.4% | 0.5% | -0.4 | -0.3 | 6.2 | -11.3% | 0.7%
CCOC(=O)c1ccccc1NC(=O)COC(=O)CC(C)(C)CC1=NS(=O)(=O)c2ccccc2N1 | ? | 7.2 | -0.1% | / | / | / | / | -14.6% | /
Oc1ccc2sc(-c3ccccc3O)c(-c3ccc(OCCN4CCCCC4)cc3)c2c1 | -12.0% | -8.7 | 2.4% | -3.9% | 5.9 | 0.4 | -18.9 | -3.7% | 3.5%
COc1cccc(CN(C)C(=O)CNC(=O)c2ccc3c(c2)OCO3)c1OC | 21.2% | -5.3 | 5.6% | -27.7% | -2.5 | -5.0 | -9.3 | -2.4% | -5.7%
COc1cccc(C(=O)NCc2ccc3c(c2)OCO3)c1OC | 16.9% | 5.0 | -0.5% | 0.8% | -1.5 | 0.9 | 10.7 | 6.5% | -16.9%
COc1ccc(C2C(C(=O)NCCCN3CCOCC3)c3ccccc3C(=O)N2c2ccc(OC)cc2)cc1 (stereo unspecified) | -21.5% | -6.6 | -1.3% | -7.0%[57.1 µM] | 3.4 | -0.7 | 36.1 | -22.9% | 9.2%
NC(=O)CC(NC(=O)Cc1cccc2ccccc12)c1ccc(NCc2ccccc2)c([N+](=O)[O-])c1 (stereo unspecified) | 9.9% | -15.5 | 0.0% | -0.8% | 2.3 | -0.7 | -50.8* | 4.6% | 2.6%
Cc1ccc(-c2ccnc3[nH]n(-c4ccccc4)c(=O)c23)cc1 | 10.9% | -0.4 | -1.3% | -1.5% | -4.7 | 1.0 | -16.1 | 0.8% | 6.7%
COc1ccc(C(=O)/C=C/c2ccccc2)c(OC)c1 | 10µM* | -2.4 | 1.3% | -10.4% | 7.2 | -2.4 | 10.5 | -16.4% | -5.0%
CCC(C)NC(=O)CCc1c(C)nc2c(c(C)nn2-c2ccccc2)c1C (stereo unspecified) | 9.2% | -2.6 | -9.0% | 2.2% | 2.6 | 0.1 | 1.0 | 1.1% | -14.6%
Cc1nnc(SCCn2c(N(C)Cc3ccccc3)nc3c2c(=O)n(C)c(=O)n3C)s1 | 5.7% | 16.8 | 11.6% | 7.1% | / | 0.6 | ? | -19.3% | 1.6%
O=C(CCCn1c(=O)[nH]c2ccsc2c1=O)N1CCN(c2cccc(C(F)(F)F)c2)CC1 | 0.4% | 5.2 | 0.0% | / | / | / | / | 1.5% | /
Cc1cccc(C)c1-n1c(C)cc(/C=N\NC(=O)CC(=O)NC2CCCCC2)c1C | -18.0% | -9.9 | 1.9% | 3.8% | 3.1 | 1.0 | ? | 12.1% | -18.0%
CC(C)n1nnnc1SCC(=O)c1ccc2c(c1)OCCO2 | 33.7%[activator] | 0.4 | -8.5% | 8.8% | -21.8 | 0.0 | 20.6 | -2.8% | 29.9µM*
Cn1c(=O)c2[nH]c(CCCCc3nc4ccccc4[nH]3)nc2n(C)c1=O | 6.9% | 0.4 | 2.9% | -5.2% | -3.7 | 0.6 | -15.0 | 8.5% | 3.6%
C[C@H](NC(=O)[C@@H]1CCCN1C(=O)[C@@H]1CCCN1C(=O)c1ccc(Cl)cc1)c1ccccc1 | 13.4% | -1.9 | -4.2% | 2.8% | 1.4 | 0.2 | 11.6 | -9.3% | 5.3%
CCc1ccc(C(O)c2ncc(-c3cccc4ccccc34)[nH]2)cc1 (stereo unspecified) | ? | -4.0 | 18.8% | -5.4% | 16.6 | 0.5 | 21.2 | -3.0% | 3.0%

Copied from the list.
CCc1ccc(C(O)c2ncc(-c3cccc4ccccc34)[nH]2)cc1 (stereo unspecified) in PLK1 PBD block shows 3.0%
CCOC(=O)c1ccccc1NC(=O)COC(=O)CC(C)(C)CC1=NS(=O)(=O)c2ccccc2N1 in GLP1R cytotox shows -14.6%

Continuation:
SMILES | GLP1R inv ag | DRD3 agonist | GLP1R ag | WRN helicase inh | PI5P4K alpha inh | IL-2 act | DRD3 antagonist | GLP1R cytotox | PLK1 PBD block
CCn1cc(C(=O)N2CCN(c3ccc(OC)cc3)CC2)c2cc(OC)c(OC)cc2c1=O | 16.1%&-19.3% | 0.8&2.0 | 14.0%&15.2% | -11.0% | 6.4 | 0.5 | 2.0 | 2.2%&-1.1% | 1.5%
Cc1cc(O)c(-c2cc(C(=O)Nc3cccnc3)[nH]n2)cc1C | 9.1% | 0.8 | 6.3% | -1.3% | -0.4 | 0.8 | 9.9 | 1.3% | 2.9%
CC(C)C[C@H](NC(=O)OC(C)(C)C)C(=O)N[C@@H](CO)[C@H](O)[C@@H]1C[C@@H]1C(=O)N1CCCC1 | 19.2% | 3.0 | -0.4% | -0.9% | 10.6 | -2.0 | -3.7 | -0.2% | -5.8%
O=C(O)c1ccnc(Cl)c1 | 3.4% | 1.1 | -4.5% | -9.4% | 6.5 | -0.3 | 7.2 | -8.6% | -4.6%
O=C(COC(=O)CN1C(=O)C2CCCCC2C1=O)Nc1cc(F)ccc1F (stereo unspecified) | 8.5% | 2.3 | 5.7% | -3.1% | 5.2 | -3.3 | 1.3 | -4.7% | -0.1%
COc1cc(S(=O)(=O)Nc2ccc(Br)cc2)ccc1N | ? | 12.7 | -5.5% | -7.5% | 4.2 | 0.2 | 1.2 | -12.5% | -1.3%
O=C(NCc1ccco1)c1scc2c1OCCO2 | -19.7% | 0.0 | -7.3% | 2.0% | 0.4 | -1.7 | -8.3 | 2.5% | -11.6%
NC(=O)COc1ccc(=O)n(-c2ccccc2)n1 | 26.5% | 4.9 | -5.6% | 3.7% | -1.0 | -0.5 | 24.3 | 2.6% | -2.0%
Cc1ccc(C(=O)/C=C/NCc2ccc(F)cc2)cc1 | ? | -2.7 | 5.2% | -17.4% | 5.7 | 1.6 | -11.8 | 7.8% | -11.5%
COc1ccc(CCNC2CCc3ccccc3C2)cc1 (stereo unspecified) | -8.9% | -9.4 | 6.6% | -4.0% | 0.4 | -0.1 | ? | 6.3% | -6.8%
Nc1nnc(SCC(=O)NNC(=O)c2ccccc2F)s1 | 23.4% | 5.1 | -0.3% | -5.1% | 0.4 | -0.6 | 0.9 | -1.4% | -3.0%
Cc1cccc(CSc2nc3c(c(=O)[nH]2)CCCC3)c1 | -7.9% | 22.7 | -0.6% | -30.7%[57.1 µM] | -0.1 | -0.2 | 1.3 | -8.4%[1.53 µM] | 1.1%
Cc1ccc(Nc2ccc(C(F)(F)F)cc2[N+](=O)[O-])cc1 | -6.7% | 2.3 | -4.1% | -17.4% | 2.4 | -1.4 | 38.4 | -5.3% | -5.1%
Cc1sc2nc(SCc3ccc(C(=O)O)cc3)n(Cc3ccco3)c(=O)c2c1C | 139.0%[activator] | 83.9* | 10.9% | -18.7% | -0.2 | 10.0 | 146.1 | -4.3% | 26.7µM*
Cc1ccc(CNC(=O)CSCc2ccccc2F)cc1 | -12.7%[0.307 µM] | 0.0 | 6.2% | -8.8% | 4.0 | 2.0 | 7.8 | 1.8%[0.307 µM] | -11.5%
Cc1nn(C(C)C(=O)O)c(C)c1[N+](=O)[O-] (stereo unspecified) | 4.4% | 18.7 | 1.1% | 11.9% | -2.6 | 0.3 | 1.5 | 1.1% | 3.8%
Cc1csc(-c2cnn(-c3ccccc3)c2NC(=O)c2ccccc2)n1 | -4.4% | 2.1 | 7.0% | -10.9% | 2.5 | 2.6 | -25.5 | -16.4% | -8.7%
CCOc1cc(NC(=S)N2CCC(C(N)=O)CC2)c(C(=O)OC)cc1OCC | 1.8% | 15.2 | -3.5% | -0.7% | -1.4 | 1.4 | -1.9 | 1.2% | -10.9%
CCOC(=O)COc1nc(-c2ccco2)cc(-c2ccco2)c1C#N | 13.9% | 17.8 | 25.1% | -15.5% | ? | -2.4 | 56.0 | 6.2% | -5.7%
Cc1ccsc1/C=C1\Oc2cc(O)ccc2C1=O | 26.9% | 2.6 | 16.3% | -9.1% | ? | -1.4 | 12.4 | 362.6%[activator] | ?
CC(=O)c1ccc(S(=O)(=O)N2CCN(C(=O)C3CCCC3)CC2)cc1 | -4.7% | -5.9 | -2.3% | 1.2% | -2.1 | 1.0 | -11.9 | 2.6% | -3.6%
COc1ccc2[nH]c(=O)c(CN(CC3CCCO3)C(=O)Nc3ccccc3OC)cc2c1 (stereo unspecified) | -26.5% | 6.4 | 14.8% | -16.3% | -1.0 | 1.4 | 13.2 | ? | -1.7%
COc1ccc(C(C)n2c(C)c3c(C)nnc(C)c3c2C)cc1 (stereo unspecified) | 5.9%&10.7% | 1.4&-15.7 | 1.6% | 2.3% | / | -2.8 | 3.1 | -2.0%&32.4% | -20.0%
O=C(CCCOc1ccccc1)N1CCN(S(=O)(=O)c2cccs2)CC1 | 9.5% | -12.6 | 0.3% | -6.8% | 0.6 | -0.6 | 27.5 | 3.5% | -7.0%
CC(C)NC(=O)C1CCN(C2CCN(C(=O)C3=CCCC3)CC2)CC1 | 0.1% | -1.0 | 8.0% | 5.4% | -3.5 | -2.2 | 5.2 | -2.8% | 4.1%
CC(C)C1N(C(=O)N(C)C)CCN1S(=O)(=O)c1ccccc1 (stereo unspecified) | -10.3% | 1.4 | 8.1% | -18.2% | 1.3 | 2.6 | 7.4 | -5.5% | -0.7%
CC(C)c1ccc(NC(=S)NCc2ccc3c(c2)OCO3)cc1 | ? | -5.5 | 17.5% | -6.8% | -2.2 | -0.3 | 2.7 | ? | -18.9%
